Source: PubChem
Keap1 Nrf2 FP: disrupts human Keap1 binding to Nrf2 peptide | Q14145 | Keap1 Kelch-Nrf2 peptide fluorescence polarization, 1536-well | inhibition, % at 9.4 µM | 0.15% of 340,000 active | AID 504523; in the data active = inhibition above about 12%;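 note: human Keap1 Kelch domain with fluorescein labeled Nrf2 9mer peptide probe; 0% = neutral control wells and 100% = peptide positive control; higher means more block of Keap1 binding to Nrf2 peptide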
Target sequence (Q14145 whole entry, looked up, the tested form may be a part): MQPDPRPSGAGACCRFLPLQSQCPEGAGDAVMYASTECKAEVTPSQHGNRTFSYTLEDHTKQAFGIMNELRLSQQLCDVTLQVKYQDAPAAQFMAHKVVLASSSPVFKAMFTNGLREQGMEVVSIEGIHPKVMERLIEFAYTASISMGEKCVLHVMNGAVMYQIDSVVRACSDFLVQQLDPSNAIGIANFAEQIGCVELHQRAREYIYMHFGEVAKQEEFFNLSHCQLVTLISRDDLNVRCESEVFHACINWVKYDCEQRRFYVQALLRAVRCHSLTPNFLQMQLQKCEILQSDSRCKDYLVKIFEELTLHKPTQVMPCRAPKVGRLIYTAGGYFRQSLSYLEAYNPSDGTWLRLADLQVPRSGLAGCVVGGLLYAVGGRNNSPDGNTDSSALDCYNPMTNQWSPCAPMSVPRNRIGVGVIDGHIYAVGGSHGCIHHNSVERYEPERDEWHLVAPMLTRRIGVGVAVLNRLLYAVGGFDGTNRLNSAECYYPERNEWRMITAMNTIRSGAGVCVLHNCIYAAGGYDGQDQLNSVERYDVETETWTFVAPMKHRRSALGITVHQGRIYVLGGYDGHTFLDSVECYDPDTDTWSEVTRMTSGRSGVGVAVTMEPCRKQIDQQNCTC
Arrestin-AP2 inh: inhibitors of human beta-arrestin and AP2 interaction; FITC-arrestin peptide / GST-AP2 beads, flow cytometry; AP2 beta2 appendage carries R879A mutation; inhibition, % at 10 µM; 0.31% of 340,000 active; AID 504490;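 active = inhibition above a set limit, near 3 SD of compounds lacking own fluorescence, cut at about 54% in these data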;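 note: plate controls were DMSO wells for no effect and 5 µM unlabelled arrestin peptide for full effect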
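Material – GST-tagged AP2 beta2-adaptin appendage (R879A) on 4 µm glutathione beads · Probe or stimulus – fluorescein-tagged arrestin peptide at 50 nM final · Timing – 12 min plus 1 h, RT · Detection – bead flow cytometry, FITC channel · Read-out basis – inhibition as reduced fluorescein signal on beads, percent · Medium – PBS plus Tween 20 (0.05%) and BSA (0.1%)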
SR-BI DiI inh: inhibitors of mouse SR-BI mediated HDL lipid uptake; ldlA[mSR-BI] CHO cells, DiI-HDL uptake fluorescence, 3 h; Q61009; inhibition, % at 12.5 µM; 0.96% of 320,000 active;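 active = mean replicate inhibition of at least 70% and a set share of replicates each scoring 70 or more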;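 note: 0% = median of neutral control wells and 100% = median of positive control wells; values of inactives mirror those of a sister screen read the other way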
PvdQ inh: blocks Pseudomonas aeruginosa PvdQ acylase activity. purified PvdQ acylase, fluorescence plate reader. inhibition, % at 10 µM. 0.063% of 340,000 active. AID 488965; in the data active = inhibition above about 30%, passing the limit was not always enough;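 note: 0% = vehicle neutral wells and 100% = reference inhibitor wells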
DAGLB inhibitor: diacylglycerol lipase beta (human) inhibition. Q8NCG7. HEK293T DAGLB membrane lysate, EnzChek fluorogenic substrate. inhibition, % at 5.17 µM. 0.059% of 340,000 active. AID 504411; in the data active = inhibition above about 34%;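 note: 0% = enzyme with vehicle and 100% = wells lacking enzyme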
NSD2 inh: blocks human histone methyltransferase NSD2 | inhibition, % at 12.5 µM | 0.54% of 310,000 active | NSD2 peptide methylation, AlphaScreen, 120 min; in the data active = inhibition above about 50%
C-LANA FP: inhibitors of KSHV LANA C-terminal domain DNA binding | inhibition, % at 9 µM | 0.078% of 340,000 active | MBP-C-LANA/FAM-LBS DNA binding, fluorescence polarization;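 active = highest replicate inhibition at or above 60% at 9 µM, even if other replicates fall short; inactive = all replicates below 60% inhibition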;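 note: 0% = neutral control wells and 100% = 4 µM acridine orange control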
PKA-R2B act: activators of human PKA-R2B complex | AID 504700 | activation, % at 11.4 µM | PKA-R2B holoenzyme dissociation, Cy5-IP20 fluorescence polarization; R2B truncated from residue 108, S112A mutant; 0% DMSO only, 100% 113 µM cGMP | P22694+P31323 | 0.079% of 340,000 active;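 active = activation above a cutoff set at the mean over all compounds plus 3 SD, cut at about 18% in these data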;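 note: higher means more holoenzyme dissociation and a rise in polarization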
Target sequence (P31323 whole entry, looked up, other chains not shown, the tested form may be a part): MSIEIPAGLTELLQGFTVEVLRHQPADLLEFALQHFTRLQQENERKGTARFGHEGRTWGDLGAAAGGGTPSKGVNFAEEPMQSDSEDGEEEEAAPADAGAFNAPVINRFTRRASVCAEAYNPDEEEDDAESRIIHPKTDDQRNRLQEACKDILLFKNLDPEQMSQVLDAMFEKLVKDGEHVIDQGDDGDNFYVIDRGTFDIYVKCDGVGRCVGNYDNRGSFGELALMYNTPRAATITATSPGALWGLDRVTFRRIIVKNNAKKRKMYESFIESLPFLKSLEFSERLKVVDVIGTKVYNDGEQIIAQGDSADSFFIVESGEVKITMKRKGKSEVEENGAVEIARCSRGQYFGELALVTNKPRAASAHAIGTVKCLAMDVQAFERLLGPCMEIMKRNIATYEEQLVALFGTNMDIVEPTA
Cardiac RTF inh: cardiac RTF calcium desensitization; P19429+P45379; IANBD-labeled cardiac RTF, Ca2+ fluorescence; inhibition, % at 7.15 µM; 0.12% of 340,000 active;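 active = inhibition above the mean inhibition of all tested compounds plus 3 SD, cut at about 17% in these data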;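 note: assay run at fixed EC70 calcium of 1.6 mM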
SR-BI DiI-HDL act: enhances SR-BI lipid uptake from DiI-HDL; CHO ldlA[mSR-BI] cells, DiI-HDL uptake fluorescence, 3 h; 100 = double the neutral-control signal; activation, % at 12.5 µM; 0.096% of 320,000 active; AID 504775;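 active = mean replicate activation of at least 60% and every replicate at or above 60%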;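 note: 0% = median plate neutral-control signal and 100% = twice that signal; values of inactives mirror those of a sister screen read the other way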
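material = CHO ldlA[mSR-BI] cells | medium = Ham's F12 with 0.5% BSA, HEPES 25 mM, pH 7.4 | reagent = fluorescent DiI-HDL, 10 µg/mL final | compound dosing = single-point compound dose | incubation = 3 h, 37 °C | measured by = bottom-read fluorescence, 550/595 nm | measure = HDL uptake via cellular fluorescence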
Numbers without * were called inactive; nt = not tested or not shown.

| Molecule | Keap1 Nrf2 FP | Arrestin-AP2 inh | SR-BI DiI inh | PvdQ inh | DAGLB inhibitor | NSD2 inh | C-LANA FP | PKA-R2B act | Cardiac RTF inh | SR-BI DiI-HDL act |
| --- | --- | --- | --- | --- | --- | --- | --- | --- | --- | --- |
| Cc1ccc(S(=O)(=O)N[C@@H](C)C(=O)OCC(=O)N2c3ccccc3NC(=O)C2(C)C)cc1 | 4 | 0 | -14 | -16 | 2 | 0 | 0.4 | -7 | -1 | 14 |
| C[C@H](NC(N)=O)C(=O)Nc1ccc(N2CCOCC2)c(S(=O)(=O)Nc2ccc(Cl)cc2)c1 | -4 | -4 | 14 | -13 | -1 | 1 | 0.6 | 6 | -3 | -14 |
| COc1ccc(C(=O)NC2CCN(C(=O)NC3CCCCC3)CC2)cc1 | -1 | 12 | -7 | -10 | 2 | nt | 0.5 | -9 | -9 | 7 |
| Cc1nnc(-c2ccc(Cl)cc2)nc1NCCN(C)C | 1 | 7 | -26 | 9 | -3 | 3 | 0.2 | -10 | -17 | 26 |
| O=C(CCCCCn1c(=O)[nH]c2ccsc2c1=O)NCc1cccs1 | 0 | -10 | -30 | -10 | -2 | 4 | -0.1 | -10 | -2 | 30 |
| CN1CCN(S(=O)(=O)c2cccc(C#N)c2)C(c2ccccc2)C1 (configuration not stated) | -2 | -10 | -14 | -25 | 2 | 2 | 1.7 | -4 | -9 | 14 |
| COc1ccc(CNC(=O)Oc2ccccc2)cc1Cl | -2 | -3 | -8 | -18 | -1 | -5 | -1.7 | 4 | -1 | 8 |
| CCCS(=O)(=O)N1CCC(C(=O)NCCCN(C)Cc2ccccc2)CC1 | -4 | -12 | 2 | 0 | -4 | -4 | 0.3 | 2 | 0 | -2 |
| CN1CCN(S(=O)(=O)c2cccc(C(=O)Oc3ccc(Br)cc3F)c2)CC1 | -7 | 39 | 14 | 0 | -2 | 5 | -1.0 | 0 | 2 | -14 |
| CCOP(=O)(OCC)C(Nc1ccc(C)cc1)c1ccco1 (configuration not stated) | 1 | -3 | -11 | -4 | -1 | 1 | -0.3 | 8 | 4 | 11 |
| CO/N=C(/c1nonc1N)N1CCN(c2ccc([N+](=O)[O-])cc2)CC1 | -5 | 24 | 63 | 2 | 0 | -1 | -0.8 | -4 | 9 | -63 |
| Cc1cccc(C)c1NC(=O)CCCSc1nnnn1C | 4 | 17 | -18 | 0 | 1 | -9 | 0.8 | -10 | 1 | 18 |
| COc1ccccc1CCNC(=O)CSc1nc(-c2ccco2)cc(C(F)(F)F)n1 | -8 | 9 | -8 | -6 | -2 | nt | 0.9 | 4 | 0 | 8 |
| COc1ccccc1NC(=O)Cc1cccs1 | 1 | 14 | -7 | -5 | 2 | -5 | 0.4 | -10 | -3 | 7 |
| CC(Sc1ccccc1)C(=O)NN=C1CCCCCCC1 (configuration not stated) | 2 | 30 | 0 | 4 | 2 | -2 | -1.0 | 0 | -3 | 0 |
| COc1cc(/C=C2\CCn3c2nc2cc(C(=O)O)ccc2c3=O)ccc1OC(F)F | 0 | -6 | -30 | -8 | 1 | 15 | -2.5 | 3 | -7 | 30 |
| CCc1ccccc1NC(=O)COC(=O)C1C2CC3OC(=O)C1C3C2 (configuration not stated) | -3 | 3 | 1 | -15 | 2 | 6 | -0.8 | -1 | -4 | -1 |
| CCC(/C=C1\Sc2ccc(OC)cc2N1CC)=C\c1sc2ccc(OC)cc2[n+]1CCCS(=O)(=O)[O-] | -7 | 12 | -15 | -7 | 4 | 11 | -2.0 | -6 | 3 | 15 |
| Cn1c(SCC(=O)Nc2ccc(F)cc2)nc2c(c1=O)SCC2 | -5 | -14 | 9 | -11 | -3 | 0 | -3.0 | 0 | 3 | -9 |
| CC(C)c1ccc(N(C(=O)C(F)(F)F)C(C(=O)NC2CCCCC2)c2ccncc2)cc1 (configuration not stated) | 1 | 5 | -37 | -11 | 4 | 2 | -1.6 | 2 | -12 | 37 |
| CCOC(=O)Cc1csc(NC(=S)NC(=O)c2ccccc2)n1 | 0 | 4 | -8 | 4 | -2 | 1 | -0.3 | -5 | 7 | 8 |
| O=C1C2C3CCCC3=C3CCCC3C2C(=O)N1c1ccccc1 (configuration not stated) | 0 | 2 | -19 | -11 | 2 | 2 | 4.1 | -7 | -3 | 19 |
| COc1cccc(NC(=O)COC(=O)c2ccccc2F)c1 | 5 | 1 | -16 | -8 | -4 | -1 | -0.1 | 1 | -2 | 16 |
| O=C(c1ccc([N+](=O)[O-])cc1)N1CCN(C(=O)C2CCCCC2)CC1 | 0 | 0 | -2 | -2 | 0 | -2 | -1.3 | -5 | -12 | 2 |
| O=C(NCCC(=O)N1CCc2ccccc21)c1ccco1 | -7 | -1 | 4 | -22 | -2 | 68* | -0.6 | 6 | -5 | -4 |
| CCN1CCN(Cc2ccc(NC(=O)c3ccc(C)c(NC(=O)c4nccnc4N)c3)cc2C(F)(F)F)CC1 | -6 | nt | 21 | 3 | 0 | nt | -1.1 | 9 | -6 | -21 |
| COc1ccc(Cl)cc1NC(=O)CSc1sc2c(O)cc(=O)[nH]c2c1C#N | -4 | -1 | 2 | -14 | 7 | nt | 0.7 | -3 | -8 | -2 |
| O=C(CSc1nnc(-c2ccccc2)n1-c1ccc(Cl)cc1)NC1CCS(=O)(=O)C1 (configuration not stated) | -2 | -6 | -6 | 4 | -2 | -2 | 0.4 | -16 | -9 | 6 |
| COc1ccc(C(=O)COc2ccc3ccc(=O)oc3c2)cc1 | 3 | 20 | nt | -6 | 2 | 0 | -1.3 | -5 | -21 | nt |
| CN(CC(=O)Nc1ccc2c(c1)OCO2)CC(=O)Nc1ccc(F)c(F)c1F | -3 | -5 | 18 | -20 | -2 | -1 | 1.7 | -4 | -2 | -18 |

Some entries already given, showing only NSD2 inh and SR-BI DiI-HDL act:
Compound	NSD2 inh	SR-BI DiI-HDL act
CC(C)c1ccc(N(C(=O)C(F)(F)F)C(C(=O)NC2CCCCC2)c2ccncc2)cc1 (configuration not stated)	2	37
CCOC(=O)Cc1csc(NC(=S)NC(=O)c2ccccc2)n1	1	8
O=C1C2C3CCCC3=C3CCCC3C2C(=O)N1c1ccccc1 (configuration not stated)	2	19

The list continues.
| Molecule | Keap1 Nrf2 FP | Arrestin-AP2 inh | SR-BI DiI inh | PvdQ inh | DAGLB inhibitor | NSD2 inh | C-LANA FP | PKA-R2B act | Cardiac RTF inh | SR-BI DiI-HDL act |
| --- | --- | --- | --- | --- | --- | --- | --- | --- | --- | --- |
| CCOc1ccc(CNC(=O)c2ccc(Sc3ccc(Cl)cc3)c(NC(C)=O)c2)cc1OC | 0 | 7 | 40 | -4 | 0 | -1 | -1.2 | -5 | -11 | -40 |
| Cc1cc(C)c(C#N)c(OCC(=O)c2ccc(Br)cc2)n1 | -1 | 1 | 41 | -11 | -9 | 1 | -0.5 | 5 | -1 | -41 |
| O=C(COC(=O)C1CC2CCCC(C1)C2=O)Nc1cccc(F)c1 (configuration not stated) | -4 | 2 | -17 | -8 | 1 | -2 | -0.9 | -1 | -10 | 17 |
| COC(=O)/C=C/c1ccccc1S(=O)(=O)N(Cc1ccccc1)Cc1ccco1 | -6 | 4 | -12 | -18 | -8 | nt | -1.1 | -12 | 1 | 15 |
| O=C(COc1ccccc1)Nc1nnc(-c2ccc(Cl)cc2)o1 | -10 | -2 | -11 | -6 | 6 | -3 | -0.5 | -6 | -3 | 11 |
| Cc1ccc(S(=O)(=O)N2CCN(C(=O)c3cc(=O)c4ccccc4o3)CC2)cc1 | 3 | 2 | -22 | -10 | -1 | nt | 2.4 | -3 | -3 | 22 |
| CCOC(=O)N/N=C/c1ccc(C)o1 | 2 | 5 | -27 | -10 | 4 | -2 | 0.3 | -4 | 0 | 27 |
| COc1ccc(S(=O)(=O)N2CCCCCC2)cc1NC(=O)CCCOc1ccccc1 | 0 | -7 | 18 | -1 | -4 | -2 | 2.5 | -3 | -15 | -18 |
| Cc1cccc([C@@H]2[C@@H]3C(=O)N(Cc4ccccc4)C(=O)[C@@H]3[C@]3(CC(C)C)C(=O)N(c4cccc(F)c4)C(=O)N23)c1 | -2 | 25 | -18 | -7 | -6 | nt | 0.6 | 0 | -4 | 18 |
| Cc1nc2oc3c(NCc4ccccn4)ncnc3c2c2c1COC(C)(C)C2 | 1 | 30 | 2 | 10 | 0 | 1 | 0.7 | -3 | 5 | -2 |
| O=c1cc(CO)oc(CN2CCN(c3cccc(C(F)(F)F)c3)CC2)c1O | 1 | -2 | -10 | -12 | 9 | 2 | -2.9 | 3 | -2 | 10 |
| CCCCCc1ccc(C2=NNC(=O)CC2)cc1 | -3 | -10 | -25 | -14 | -3 | 3 | -0.9 | -2 | -1 | 25 |
| C/C=C/C(=O)N1c2ccccc2C(C)=CC1(C)C | -2 | 3 | -12 | -9 | -3 | 4 | 1.0 | 7 | -4 | 12 |
| COc1cc(S(=O)(=O)NCc2cccnc2)c(OC)cc1Br | 1 | 36 | -12 | 1 | -2 | 1 | -0.5 | -1 | -2 | 12 |
| CN(CC(=O)O)c1ccc(C(F)(F)F)cc1[N+](=O)[O-] | -3 | 19 | 1 | 12 | -1 | 1 | 0.9 | -2 | -2 | -1 |
| COc1ccc(CCN(C)C2CC(=O)N(c3ccccc3)C2=O)cc1OC (configuration not stated) | -1 | -6 | -1 | -16 | 0 | 7 | -1.6 | -9 | 0 | 1 |
| COC(=O)COc1coc(CN2CCN(c3cccc(Cl)c3)CC2)cc1=O | -10 | -7 | 0 | -26 | 9 | 3 | 0.9 | 8 | -2 | 0 |
| COc1ccccc1Nc1nc(N)nc(CSc2nc(C)cc(C)n2)n1 | 3 | 0 | 20 | -4 | -1 | nt | 0.9 | 3 | -5 | -20 |
| Cc1ccc(NC(=S)NNC(=O)c2ccc(N3CCOCC3)c([N+](=O)[O-])c2)cc1Cl | 0 | 0 | -24 | 24 | 16 | 4 | -1.0 | -5 | -3 | 24 |
| COc1ccc2c(c1)CCc1c(C(=O)NCCN3CCOCC3)noc1-2 | -4 | -3 | 7 | -7 | 0 | 1 | -2.6 | 2 | 1 | -7 |
| CN(CC(=O)NCCc1ccccc1)S(=O)(=O)c1ccc(Br)cc1 | -5 | -1 | -1 | -9 | -3 | -2 | 0.1 | -7 | -11 | 1 |
| CCOC(=O)c1sc(NC(=O)C2CC(=O)N(c3ccc(C)cc3)C2)nc1C (configuration not stated) | 1 | 35 | nt | 0 | -7 | 2 | 0.0 | -2 | 6 | nt |
| Cc1ccccc1N/N=C1\CCCNC1=O | -1 | -7 | -10 | -5 | 0 | 1 | -1.3 | -2 | 0 | 10 |
| Cc1cc2c(c(CO)c1CCO)C(=O)[C@@H](C)[C@@H]2O | -5 | 0 | -3 | -2 | 1 | nt | 2.0 | 0 | -1 | 3 |
| CCOc1cc(/C=C2/C(=N)N3OC(C)=CC3=NC2=O)ccc1OC | -1 | 15 | 42 | -2 | -1 | 0 | -1.1 | -1 | -5 | -42 |
